PGC1a acetyl inh: modulators of PGC1a acetylation | inhibition, % at 15.6 µM | U2OS PGC1a acetylation, AlphaScreen anti-acetyl-lysine; with virally co-expressed GCN5 acetyltransferase | actives 0.17% (n = 350,000);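 active means every replicate shows inhibition of at least 40%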;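 further: 0% = neutral control wells and 100% = positive control wells; some results beyond the cut were filed as inactive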
PglD inh: blocks C. jejuni PglD acetyltransferase activity; actives 0.098% (n = 360,000); inhibition, % at 12.5 µM; purified PglD enzyme, DTNB colorimetric CoA detection; AID 602405; in the data active means inhibition above about 16%, passing the limit was not always enough; further: strong numbers were not always called active
ERAP1 inh: ERAP1 (human) enzyme inhibition; recombinant ERAP1, Leu-AMC fluorescence, 60 min; inhibition, % at 10.7 µM; actives 0.15% (n = 340,000); AID 652197;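 active means mean replicate inhibition of at least 30%, or all replicates individually reaching that 30% level; inactive means mean below 30% and not every replicate reaching it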;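 further: 0% = neutral control wells and 100% = L-leucinethiol positive control wells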
Target sequence (Q9NZ08 whole entry, looked up): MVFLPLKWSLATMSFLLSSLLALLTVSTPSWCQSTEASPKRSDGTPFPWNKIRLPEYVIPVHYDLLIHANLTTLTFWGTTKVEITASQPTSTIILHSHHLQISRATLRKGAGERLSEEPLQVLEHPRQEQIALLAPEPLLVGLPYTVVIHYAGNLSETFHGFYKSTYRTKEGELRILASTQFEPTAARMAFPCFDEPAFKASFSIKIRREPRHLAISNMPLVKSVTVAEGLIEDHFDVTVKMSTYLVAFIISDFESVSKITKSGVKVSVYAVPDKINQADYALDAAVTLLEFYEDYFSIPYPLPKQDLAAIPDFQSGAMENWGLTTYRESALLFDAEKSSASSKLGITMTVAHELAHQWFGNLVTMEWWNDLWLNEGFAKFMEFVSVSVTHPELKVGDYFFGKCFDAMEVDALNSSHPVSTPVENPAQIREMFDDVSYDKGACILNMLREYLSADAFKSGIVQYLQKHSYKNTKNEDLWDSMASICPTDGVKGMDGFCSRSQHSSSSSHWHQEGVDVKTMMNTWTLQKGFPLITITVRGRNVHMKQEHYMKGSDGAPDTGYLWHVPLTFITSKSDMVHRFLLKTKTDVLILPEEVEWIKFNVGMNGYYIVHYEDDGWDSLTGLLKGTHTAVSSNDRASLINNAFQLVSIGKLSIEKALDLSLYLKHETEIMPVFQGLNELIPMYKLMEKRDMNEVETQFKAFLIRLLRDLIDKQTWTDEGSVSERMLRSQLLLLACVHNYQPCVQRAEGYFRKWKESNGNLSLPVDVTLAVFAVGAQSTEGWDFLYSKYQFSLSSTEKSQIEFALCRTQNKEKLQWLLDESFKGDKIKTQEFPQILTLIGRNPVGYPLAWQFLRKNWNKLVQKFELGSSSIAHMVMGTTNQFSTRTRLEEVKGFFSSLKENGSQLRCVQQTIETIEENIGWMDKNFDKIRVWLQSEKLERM
RAD52 anneal inh: blocks human RAD52 DNA annealing; P43351; recombinant RAD52 DNA annealing, FRET fluorescence; inhibition, % at 18.7 µM; actives 0.46% (n = 360,000);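 active means every replicate showing at least 50% inhibition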
miR122 inh: miR-122 inhibition in Huh7 cells; Huh7 miR-122 Renilla luciferase sensor, 48 h; neutral wells = 0, positive control = 100; activation (reporter increase), % at 12.5 µM; actives 0.3% (n = 340,000);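 active means mean replicate activation score at least 90 and every replicate individually at or above 90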;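 further: higher luciferase means less miR-122 activity so hits act as miR-122 inhibitors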
E-sel inducer: induces E-selectin expression in human endothelial cells | P16581 | HUVEC E-selectin immunofluorescence imaging; normalized: neutral wells 0, TNF-alpha wells 100 | activation, % at 7.58 µM | actives 0.37% (n = 260,000);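 active means mean E-selectin-positive cell signal at least 10% of the positive control, reached in at least 60% of replicates, without over 20% cell loss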;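 further: in these data hits start at about 27%; measured in HUVEC primary endothelial cells; signal is the percent of cells scored E-selectin positive by PE staining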
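assay system = HUVEC, human umbilical vein endothelial cells | input = 3,000 HUVEC seeded per well | medium = EGM-2 growth medium on 0.1% gelatin-coated wells | dosing = one compound dose added by pin transfer | signal = immunofluorescence imaging | read-out basis = % PE-positive cells | control set = TNF-alpha, DMSO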
RAD54 branch: blocks human RAD54 Holliday junction branch migration | actives 0.14% (n = 360,000) | inhibition, % at 10.4 µM | Q92698 | FAM/BHQ fluorescence | AID 602329;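 active means mean normalized replicate activity at least 40 and at least half of replicates scoring 40 or more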;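 further: 0% = median of neutral control wells and 100% = median of positive control wells; inhibitors cause a drop in the FAM fluorescence signal; in these data hits start at about 50%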
Cneo AK release: causes C. neoformans cell lysis. adenylate kinase release luminescence, 4 h; normalised: neutral wells 0, clomiphene wells 100. lysis activity, % at 15 µM. actives 0.2% (n = 360,000);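 active means mean lysis activity across replicates of at least 80%, whatever share of replicates individually reach that level; inactive means mean lysis activity below 80%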
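Test system: log-phase Cryptococcus neoformans yeast cells; Quantity: yeast cell density of 5 × 10^6 cells/mL; Buffer or medium: YPD; Doses: single compound concentration per well; Timing: 4 h at 37 °C static, read 1 h later; Measured by: AK luminescence; Read-out basis: lysis from increased AK signal; Control set: Clomiphene as positive control.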
Numbers without * were called inactive; [ ] = another dose, or the depositor's remark.

`Cc1ccc(-c2nc(CS(=O)CC(=O)NCc3ccc4c(c3)OCO4)c(C)o2)cc1` (stereo not given) gave PGC1a acetyl inh 8, PglD inh 2, miR122 inh 2, RAD54 branch 17 and Cneo AK release 2.
Screening CC1(C)Cc2c(sc(NC(=O)COc3ccc(Cl)cc3)c2C(N)=O)C(C)(C)N1 returned PGC1a acetyl inh -1, PglD inh 3, ERAP1 inh 0, RAD52 anneal inh -4, miR122 inh -2, E-sel inducer 0.3, RAD54 branch 1 and Cneo AK release -10.
`O=C(c1cccc(F)c1)N1C[C@H]2[C@@H](c3ccccc31)[C@@H](CO)N2Cc1cocn1` gave PGC1a acetyl inh 1, PglD inh 1, ERAP1 inh 0, RAD52 anneal inh -2, miR122 inh 7[16.7 µM], E-sel inducer 0.0, RAD54 branch -2 and Cneo AK release 100*.
O=C(CCNC(=O)c1ccccc1Cl)Nc1nc(-c2ccccc2Cl)cs1 was read as PGC1a acetyl inh -1, PglD inh 0, ERAP1 inh 1, RAD52 anneal inh -21, miR122 inh 5, RAD54 branch 5 and Cneo AK release 2.
Cc1n[nH]c(C)c1S(=O)(=O)N1CCCCCC1 was read as PGC1a acetyl inh 17, PglD inh 9, miR122 inh 10, RAD54 branch 5 and Cneo AK release -3.
Cc1cc(C)c(S(=O)(=O)NC2CC(C)(C)NC(C)(C)C2)cc1Br was read as PglD inh -1, ERAP1 inh 3, RAD52 anneal inh -5, RAD54 branch -2 and Cneo AK release 1.
For Cc1nn(-c2ccccc2)c2c1C(=O)N(Cc1ccccc1)C(=O)C(C)(C)C2 the results were PGC1a acetyl inh -17, PglD inh 4, miR122 inh 0, RAD54 branch 3 and Cneo AK release 3.
For C[C@@H]1CN([C@H](C)CO)C(=O)Cc2cc(NS(=O)(=O)c3cccs3)ccc2O[C@@H]1CN(C)Cc1ccc(C(=O)O)cc1 the results were PGC1a acetyl inh 10, PglD inh 1, ERAP1 inh 1, RAD52 anneal inh -3, miR122 inh -6[16.7 µM], RAD54 branch 2 and Cneo AK release -2.
`CCC1=Nc2cc(C(=O)N3CCCCC3)ccc2Sc2ccc(C)cc21` gave PGC1a acetyl inh -3, PglD inh -3, ERAP1 inh 3, RAD52 anneal inh -18, miR122 inh -7, RAD54 branch 13 and Cneo AK release -1.
For O=C(CC(=O)c1ccccc1)Nc1cc(C(F)(F)F)ccc1Cl the results were PGC1a acetyl inh 2, PglD inh 3, ERAP1 inh 4, RAD52 anneal inh -1, miR122 inh 4, RAD54 branch 10 and Cneo AK release 0.

Compounds listed so far that have fluorine, in the order listed:
`O=C(c1cccc(F)c1)N1C[C@H]2[C@@H](c3ccccc31)[C@@H](CO)N2Cc1cocn1` gave PGC1a acetyl inh 1, PglD inh 1, ERAP1 inh 0, RAD52 anneal inh -2, miR122 inh 7[16.7 µM], E-sel inducer 0.0, RAD54 branch -2 and Cneo AK release 100*.
For O=C(CC(=O)c1ccccc1)Nc1cc(C(F)(F)F)ccc1Cl the results were PGC1a acetyl inh 2, PglD inh 3, ERAP1 inh 4, RAD52 anneal inh -1, miR122 inh 4, RAD54 branch 10 and Cneo AK release 0.

(listing goes on)
`Nc1cc(=O)[nH]n1C1CCCC1` gave PGC1a acetyl inh 2, PglD inh 4, ERAP1 inh 0, RAD52 anneal inh -13, miR122 inh 8, E-sel inducer 0.3, RAD54 branch -2 and Cneo AK release 0.
For Cn1ccsc1=NC(=O)c1ccc(S(=O)(=O)C(F)F)cc1 the results were PglD inh 1, ERAP1 inh 1, RAD52 anneal inh -7, miR122 inh 0, E-sel inducer -0.1, RAD54 branch -4 and Cneo AK release 0.
Screening Cc1ccc2sc(N(CCCN(C)C)C(=O)c3ccc(S(=O)(=O)N4CCc5ccccc5C4)cc3)nc2c1C returned PGC1a acetyl inh -16, PglD inh -4, ERAP1 inh 0, RAD52 anneal inh 18, miR122 inh -1, RAD54 branch 3 and Cneo AK release -2.
Cc1ccc(S(=O)(=O)N[C@H]2CC[C@@H](CCn3cc(-c4cccnc4)nn3)O[C@H]2CO)cc1 was read as PGC1a acetyl inh 2, PglD inh -5, ERAP1 inh 0, RAD52 anneal inh -13, E-sel inducer -0.3, RAD54 branch -9 and Cneo AK release -16.
For O=C(Nc1n[nH]c(C(F)(F)F)n1)C1CC1 the results were PGC1a acetyl inh 14, PglD inh 2, ERAP1 inh -10, RAD52 anneal inh 3, miR122 inh 1, E-sel inducer -1.1, RAD54 branch 1 and Cneo AK release -2.
CCOC(=O)c1cc(S(=O)(=O)NCCc2ccccc2)cn1C was read as PGC1a acetyl inh -28, PglD inh 6, ERAP1 inh 5, RAD52 anneal inh -9, miR122 inh 114*, RAD54 branch 4 and Cneo AK release -1.
For Cc1ccc(S(N)(=O)=O)cc1NC(=O)/C=C/c1cccs1 the results were PGC1a acetyl inh 1, PglD inh -6, miR122 inh -8, RAD54 branch 6 and Cneo AK release 0.
COCC#Cc1ccc2c(c1)O[C@H](CN(C)S(=O)(=O)c1ccc(C)cc1)[C@H](C)CN([C@@H](C)CO)S2(=O)=O was read as PGC1a acetyl inh 0, PglD inh 1, ERAP1 inh -1, RAD52 anneal inh 7, miR122 inh 15[16.7 µM], E-sel inducer 0.3, RAD54 branch -1 and Cneo AK release -4.
Screening CCCC(C(=O)O)n1c(O)c(C=C2N=c3ccccc3=N2)sc1=S (stereo not given) returned PGC1a acetyl inh -9, ERAP1 inh 10, RAD52 anneal inh -36 and miR122 inh -2.
COc1cccc(NC(=O)N2CC(=O)N3[C@H](CO)[C@@H](c4ccc(C#CCC5CCCC5)cc4)[C@@H]3C2)c1 was read as PGC1a acetyl inh -9, ERAP1 inh -1, RAD52 anneal inh -13 and E-sel inducer 0.0.

Next section, starting with the last two of the part before.
Screening CCCC(C(=O)O)n1c(O)c(C=C2N=c3ccccc3=N2)sc1=S (stereo not given) returned PGC1a acetyl inh -9, ERAP1 inh 10, RAD52 anneal inh -36 and miR122 inh -2.
COc1cccc(NC(=O)N2CC(=O)N3[C@H](CO)[C@@H](c4ccc(C#CCC5CCCC5)cc4)[C@@H]3C2)c1 was read as PGC1a acetyl inh -9, ERAP1 inh -1, RAD52 anneal inh -13 and E-sel inducer 0.0.
For CC(C)NC(=O)N(C)C[C@@H]1Oc2ncc(C#CC3CCCC3)cc2C(=O)N([C@@H](C)CO)C[C@H]1C the results were PGC1a acetyl inh -5, PglD inh 2, ERAP1 inh -2, RAD52 anneal inh 2, miR122 inh -2[16.7 µM], E-sel inducer 3.7, RAD54 branch -5 and Cneo AK release -3.
`CC(=O)N/C(=C/c1ccc(OS(=O)(=O)c2ccc(C)cc2)cc1)C(=O)Nc1ccc(C(=O)O)cc1` gave PGC1a acetyl inh 3, PglD inh -2, ERAP1 inh -7, RAD52 anneal inh -20, miR122 inh -8, E-sel inducer 1.3, RAD54 branch -7 and Cneo AK release -1.
Screening CC(=O)N1CCc2cc(C(=O)CN3CCC(C)CC3)ccc21 returned PglD inh 0, ERAP1 inh 0, RAD52 anneal inh -7, E-sel inducer -0.6, RAD54 branch -4 and Cneo AK release 1.
`C[C@@H]1CCCCO[C@H](CN(C)C(=O)Nc2cccc3ccccc23)[C@@H](C)CN([C@@H](C)CO)C(=O)c2cc(NC(=O)CCC(F)(F)F)ccc2O1` gave PGC1a acetyl inh 0, PglD inh 1, miR122 inh 3[16.7 µM], E-sel inducer -0.1, RAD54 branch 0 and Cneo AK release -13.
For Cc1ccc(CCNC(=O)C2CCN(C(=O)N(C)C)CC2)cc1 the results were PglD inh -1, miR122 inh -4, RAD54 branch -7 and Cneo AK release 1.
`COCc1cc(N2CCOCC2)nc(-c2ccccc2)n1` gave PGC1a acetyl inh 7, ERAP1 inh -4, RAD52 anneal inh -16 and miR122 inh -2.
For COc1ccc(S(=O)(=O)Nc2cccc3c2O[C@@H](CN(C)S(=O)(=O)c2cccs2)[C@@H](C)CN([C@@H](C)CO)C3=O)cc1 the results were PGC1a acetyl inh -5, PglD inh 2, ERAP1 inh 2, RAD52 anneal inh -6, miR122 inh -1[16.7 µM], E-sel inducer -2.9, RAD54 branch 2 and Cneo AK release 8.
CC1=C(C(=O)OC(C)C)C(c2ccc(F)cc2)NC(=O)N1 (stereo not given) was read as PGC1a acetyl inh 11, PglD inh 3, miR122 inh -4, RAD54 branch 4 and Cneo AK release -1.
CCOC(=O)/C(C#N)=C\c1c(OCC)n(CC)c2ccccc12 was read as PGC1a acetyl inh -1, PglD inh -7, miR122 inh -4, RAD54 branch 3 and Cneo AK release 7.
For C[C@@H]1CN([C@H](C)CO)C(=O)c2c(c3ccccc3n2C)-c2ccccc2CO[C@H]1CN(C)C(=O)Nc1cccc(Cl)c1Cl the results were PGC1a acetyl inh -24, ERAP1 inh -3, RAD52 anneal inh 4 and E-sel inducer -4.3.
For COc1ccc(CN=CC2=C(O)CNC2=O)cc1OC the results were PGC1a acetyl inh 8, PglD inh -4, miR122 inh 0, RAD54 branch 8 and Cneo AK release 1.
C[C@H]1CCCCO[C@@H](CN(C)Cc2ccc3c(c2)OCO3)[C@@H](C)CN([C@@H](C)CO)C(=O)c2cc(NS(=O)(=O)c3cn(C)cn3)ccc2O1 was read as PGC1a acetyl inh -14, PglD inh -1, miR122 inh -3[16.7 µM], E-sel inducer -0.2, RAD54 branch 2 and Cneo AK release -1.
Screening C[C@H]1CN([C@@H](C)CO)C(=O)c2cccc(NC(=O)c3cnccn3)c2O[C@H]1CN(C)Cc1ccc(-c2ccccc2)cc1 returned PGC1a acetyl inh -5, PglD inh 0, ERAP1 inh 3, RAD52 anneal inh -48, miR122 inh 6[16.7 µM], E-sel inducer -2.0, RAD54 branch 1 and Cneo AK release 7.
`O=C(CSCc1ccc(F)cc1)NCc1ccc(F)cc1` gave PGC1a acetyl inh 7, ERAP1 inh 2, RAD52 anneal inh -13, miR122 inh 0 and E-sel inducer 0.0.
`Cc1ccc(N(C(=O)c2ccco2)C(C(=O)NC2CCCC2)c2ccco2)c(C)c1` (stereo not given) gave PGC1a acetyl inh -7, PglD inh -1, ERAP1 inh -1, RAD52 anneal inh -2, miR122 inh 0, E-sel inducer 0.2, RAD54 branch -1 and Cneo AK release 1.
`CN(CC(=O)Nc1ccccc1Br)C(=O)c1cccc(S(=O)(=O)NCc2ccccc2)c1` gave PGC1a acetyl inh -66, PglD inh -2, ERAP1 inh -5, RAD52 anneal inh -11, E-sel inducer -0.2, RAD54 branch -10 and Cneo AK release 0.
Screening O=C(Nc1ccc(F)cc1Cl)c1ccc2c(=O)n3c(nc2c1)CCC3 returned PGC1a acetyl inh -3, PglD inh -4, ERAP1 inh 1, RAD52 anneal inh -4, miR122 inh -2, RAD54 branch -11 and Cneo AK release 1.
C[C@H]1CN([C@@H](C)CO)C(=O)c2cccc(NS(=O)(=O)c3cccs3)c2O[C@H]1CN(C)S(=O)(=O)c1ccc(F)cc1 was read as PGC1a acetyl inh 13, PglD inh 3, ERAP1 inh 0, RAD52 anneal inh -17, miR122 inh 4[16.7 µM], E-sel inducer 0.1, RAD54 branch 0 and Cneo AK release -6.
For Cn1c(CCN2CCOCC2)nc2cc(NC(=O)COc3ccc([N+](=O)[O-])cc3)ccc21 the results were PGC1a acetyl inh 0, ERAP1 inh -2, RAD52 anneal inh -5, miR122 inh -1 and E-sel inducer 8.0.
For CCc1nc(CN2CCN(c3ccc(C(F)(F)F)cn3)CC2)c(C)[nH]1 the results were PglD inh -11, ERAP1 inh -1, RAD52 anneal inh -15, miR122 inh -2, E-sel inducer 0.9, RAD54 branch -1 and Cneo AK release 1.

High-throughput results from PubChem.
